Compound activity deposited in PubChem BioAssay by Broad Institute.
DENV2 CPE rescue: protects cells from dengue virus 2 cytopathic effect; DENV2-infected cells, cytopathic effect rescue, plate reader; 1.7% of 350,000 active; CPE inhibition, % at 9.99 µM; in the data active = CPE inhibition above about 20%, passing the limit was not always enough; inconclusive = no clear call, values can overlap the other calls; tested in BHK-21 cells;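 also: 0% = median of neutral control wells and 100% = median of positive control wells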
ERp5 block: blocks human ERp5 reductase activity on insulin; ERp5 insulin aggregation, absorbance 650 nm, 90 min; inhibition, % at 9.99 µM; 0.05% of 350,000 active;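 active = mean replicate inhibition above about 25%, with every replicate also reaching it, limit read from the data, passing the limit was not always enough; inconclusive = only one of those two criteria met; inactive = neither criterion met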
Target sequence (Q15084 whole entry, looked up): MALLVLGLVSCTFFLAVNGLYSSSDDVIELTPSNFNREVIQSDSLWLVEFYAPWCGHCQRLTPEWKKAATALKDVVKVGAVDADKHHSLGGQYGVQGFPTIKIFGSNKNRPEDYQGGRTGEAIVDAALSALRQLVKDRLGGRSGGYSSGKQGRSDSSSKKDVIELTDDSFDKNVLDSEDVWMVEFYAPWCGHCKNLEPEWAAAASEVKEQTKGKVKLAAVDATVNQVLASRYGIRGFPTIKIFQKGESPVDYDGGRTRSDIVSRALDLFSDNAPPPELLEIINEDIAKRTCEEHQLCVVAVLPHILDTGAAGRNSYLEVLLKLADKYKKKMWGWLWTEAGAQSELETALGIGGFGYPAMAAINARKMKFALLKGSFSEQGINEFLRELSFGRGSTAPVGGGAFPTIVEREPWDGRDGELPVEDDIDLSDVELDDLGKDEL
miR122 inh: inhibitors of miR-122 in Huh7 cells; Huh7 miR-122 Renilla luciferase sensor, 48 h; neutral wells = 0, positive control = 100; activation (reporter increase), % at 12.5 µM; 0.3% of 340,000 active;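 active = mean replicate activation score at least 90 and every replicate individually at or above 90; inconclusive = only one of the two criteria met; inactive = neither criterion met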;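 also: higher luciferase means less miR-122 activity so hits act as miR-122 inhibitors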
ERAP1 inh: ERAP1 (human) enzyme inhibition; Q9NZ08; recombinant ERAP1, Leu-AMC fluorescence, 60 min; inhibition, % at 10.7 µM; 0.15% of 340,000 active; AID 652197;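 active = mean replicate inhibition of at least 30%, or all replicates individually reaching that 30% level; inactive = mean below 30% and not every replicate reaching it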;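 also: 0% = neutral control wells and 100% = L-leucinethiol positive control wells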
F508del corr: CFTR F508del correction in bronchial cells; CFBE cells, YFP halide quenching; stimulated with forskolin plus potentiator P3; % fluorescence drop versus neutral controls; 0.36% of 350,000 active; activity (quench increase), % at 7.58 µM; AID 720511;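 active = mean added fluorescence quench of at least 8% versus neutral control, with both replicates also reaching 8%; inconclusive = only one of the mean or replicate conditions met; inactive = mean below 8% and not both replicates reaching 8%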;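 also: cells transiently co-express mutant CFTR-F508del with the halide-sensitive YFP; corrector assay measuring rescue of mutant channel to the surface after 24 h compound exposure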
Casp6 inh: caspase-6 (human) enzyme inhibition | inhibition, % at 12.5 µM | purified caspase-6, Z-VEID-R110 cleavage fluorescence | 0.53% of 350,000 active;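 active = mean inhibition across replicates at least about 35%, with every replicate also reaching that limit, limit read from the data; inconclusive = only one of the two criteria met; inactive = neither criterion met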;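 also: 0% = median of neutral control wells and 100% = no fluorescence left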
Target sequence (P55212 24-179 limits assumed): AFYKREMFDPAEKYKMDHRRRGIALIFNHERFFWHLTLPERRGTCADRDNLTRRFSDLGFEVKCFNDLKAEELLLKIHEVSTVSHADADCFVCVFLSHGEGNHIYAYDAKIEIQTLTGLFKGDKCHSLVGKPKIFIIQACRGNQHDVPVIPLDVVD
Target sequence (P55212 194-293 limits assumed): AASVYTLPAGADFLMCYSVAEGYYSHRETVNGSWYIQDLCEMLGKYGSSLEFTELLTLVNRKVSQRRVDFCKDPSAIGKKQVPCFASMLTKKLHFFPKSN
SIRT5 inh: inhibitors of human sirtuin-5 desuccinylase; Q9NXA8; Purified SirT5, succinyl-peptide AMC, trypsin-coupled fluorescence; inhibition, % at 15 µM; 1.1% of 330,000 active; in the data active = inhibition above about 15%; inconclusive = no clear call, values can overlap the other calls
Target sequence (Q9NXA8 whole entry, looked up): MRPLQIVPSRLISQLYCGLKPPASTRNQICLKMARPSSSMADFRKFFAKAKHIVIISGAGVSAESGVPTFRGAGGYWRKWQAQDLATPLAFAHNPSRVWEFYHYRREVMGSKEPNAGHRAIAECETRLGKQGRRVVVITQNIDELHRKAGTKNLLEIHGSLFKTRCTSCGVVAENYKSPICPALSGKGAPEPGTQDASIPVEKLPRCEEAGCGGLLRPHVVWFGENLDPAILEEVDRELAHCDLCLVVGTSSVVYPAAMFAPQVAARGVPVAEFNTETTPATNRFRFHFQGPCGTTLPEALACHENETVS
* marks the source's active call; other numbers are inactive results; ? = inconclusive; . = not tested or not shown; [ ] = another dose, or the depositor's remark.

SMILES	DENV2 CPE rescue	ERp5 block	miR122 inh	ERAP1 inh	F508del corr	Casp6 inh	SIRT5 inh
O=C(C[C@@H]1C[C@H]2c3cc(NC(=O)C4CCC4)ccc3O[C@H]2[C@H](CO)O1)NCc1ccccc1	-1.3	-5.4	3.8[16.7 µM]	1.8	-2.1	-3.0	1.4
O=C(C[C@@H]1CC[C@H]2[C@@H](COC[C@H](O)CN2C(=O)c2ccc3c(c2)OCO3)O1)NCCN1CCCCC1	-0.1	2.5	2.4[16.7 µM]	-1.3	-1.6	-124.3	-2.4
O=C(OCC(=O)c1ccc[nH]1)c1ccc(Br)cc1	0.7	-1.9	1.8	-1.1	1.2	0.3	-0.2
CN(C)c1ccc(C2Nc3ccccc3C(=O)N2NS(C)(=O)=O)cc1 (stereo not given)	0.8	0.9	-0.3	3.4	0.0	0.6	31.4*
CCOc1ccccc1N(CC(=O)N1CCC(C(N)=O)CC1)S(=O)(=O)c1ccc(SC)cc1	-6.0	6.5	-1.5	-3.3	-2.8	1.3	-0.9
CC(=O)Oc1ccccc1C1C[C@]2(C)CC(=O)NC2N1C(C)=O (stereo not given in full)	1.1	3.9	-7.0	6.6	.	-1.0	-0.1
CCOC(=O)CNC1CC(=O)N(c2ccc(Br)cc2)C1=O (stereo not given)	-0.3	-0.3	-2.5	-0.3	-2.3	-2.2	2.8
COc1ccc(OC)c(NC(=O)c2cnn(-c3ccccc3)c2C)c1	0.4	0.7	1.1	-0.2	2.5	0.0	1.3
N=C1/C(=C\c2ccc(SCc3ccccc3)o2)C(=O)N=C2SC=NN12	0.3	5.4	1.4	-0.4	.	4.7	-2.5
CCOC(=O)CN(c1ccccn1)S(=O)(=O)c1ccc(OC)cc1	-0.2	0.5	0.2	-4.3	-0.8	2.0	-4.0
O=C(Cn1cnc([N+](=O)[O-])n1)N/N=C/c1cccc2ccccc12	-1.5	3.1	.	1.8	0.1	-0.6	4.0
O=C(Nc1ccc(OCC(=O)N2CCOCC2)cc1)c1ccccc1Cl	-6.3	12.1	-0.5	-2.9	1.2	-0.6	-0.5
CCOC(=O)[C@]12CCC=C1N(Cc1ccco1)C(=O)[C@H](CC(=O)NCc1cccc3ccccc13)C2	-10.0	-6.7	.	0.8	-5.1	0.6	-3.5
O=C(COc1ccc2c(-c3ccccc3)cc(=O)oc2c1)N[C@H](Cc1c[nH]c2ccccc12)C(=O)O	-5.5	-0.1	2.9	1.6	1.0	2.5	4.9
O=C(c1cccc(S(=O)(=O)N2CCCC2)c1)N1CCOCC1	13.6	0.3	-3.8	0.5	1.1	-3.6	-2.4
Cc1ccc(C(=O)NC2(O)C(=O)c3ccccc3C2=O)cc1C	14.4	1.9	-2.1	4.1	-0.6	21.6	-1.8
O=C(C[C@H]1C[C@@H]2c3cc(NC(=O)C4CCC4)ccc3O[C@@H]2[C@H](CO)O1)NCC1CC1	1.5	-0.8	-1.6[16.7 µM]	-1.0	-0.9	0.5	0.7
CO[C@@H]1CN(C)C(=O)c2cc(NC(=O)c3ccccc3F)ccc2OC[C@@H](C)N(C(C)=O)C[C@H]1C	-1.0	3.1	.	-0.3	-1.2	-2.2	-2.6
CCC(=O)N1CCc2cc(Br)cc(S(=O)(=O)N3CCCCC3CC)c21 (stereo not given)	2.8	-1.2	5.8	-2.5	-0.2	0.5	7.3
CCc1ccccc1NC(=O)NC1CCCCCCC1	-6.7	-10.7	7.0	2.3	-1.5	-5.8	-0.1
COc1cccc(CN(C)C(=O)CN2C(=O)NC3(CCCc4ccccc43)C2=O)c1 (stereo not given)	73.4*	1.4	-6.4	0.2	0.6	1.5	-1.8
C[C@H]1CN([C@@H](C)CO)C(=O)Cc2cc(NC(=O)Nc3ccc(F)cc3)ccc2O[C@H]1CN(C)Cc1ccc(Cl)c(Cl)c1	-3.6	5.6	-1.1[16.7 µM]	-2.6	-2.0	0.1	6.8
COc1ccc(-c2cc(C)no2)cc1S(=O)(=O)N1CCCN(Cc2ccc(F)cc2)C1	16.1	1.2	.	-1.2	-1.7	-2.1	-0.7
CCOc1cc(/C=N\NC(=O)Cn2nnc3ccccc32)ccc1O	3.2	-0.2	.	-1.4	-0.8	-2.2	-0.1
Cc1noc(C)c1NC(=O)Nc1ccc2c(c1)C(=O)N([C@H](C)CO)C[C@H](C)[C@@H](CN(C)Cc1ccc(C(F)(F)F)cc1)OCCCC[C@@H](C)O2	-8.7	-0.9	-2.4[16.7 µM]	4.0	0.1	-0.5	26.2*
O=C(C[C@@H]1C[C@H]2c3cc(NC(=O)Nc4ccccc4)ccc3O[C@H]2[C@H](CO)O1)NCCN1CCCCC1	3.9	-0.2	5.7[16.7 µM]	-1.2	-2.3	-2.3	-5.0
COc1cc(CN2CCC(CCC(=O)NC3CC3)CC2)cc(Cl)c1OC	10.9	1.0	-1.2	3.9	3.6	-1.5	-2.2
C[C@@H]1CN([C@@H](C)CO)C(=O)Cc2cc(N(C)C)ccc2O[C@@H]1CN(C)Cc1ccc(C(=O)Nc2ccccc2N)cc1	3.3	-2.7	138.3*[16.7 µM]	-4.4	15.1*	-1.1	2.2
O=C(COc1ccccc1Cl)Nc1nnc(S(=O)(=O)N2CCCC2)s1	-5.4	2.5	0.3	3.2	-1.1	-3.6	-1.0
O=[N+]([O-])c1ccccc1N=Nc1ccc(O)cc1O	-5.5	3.7	0.1	7.0	0.2	7.3	.

DENV2 CPE rescue, entries above that show a hit
SMILES	DENV2 CPE rescue	ERp5 block	miR122 inh	ERAP1 inh	F508del corr	Casp6 inh	SIRT5 inh
COc1cccc(CN(C)C(=O)CN2C(=O)NC3(CCCc4ccccc43)C2=O)c1 (stereo not given)	73.4*	1.4	-6.4	0.2	0.6	1.5	-1.8

The list goes on:
SMILES	DENV2 CPE rescue	ERp5 block	miR122 inh	ERAP1 inh	F508del corr	Casp6 inh	SIRT5 inh
CC1CCN(CCCNC(=O)CN2C(=O)CSc3ccc(S(=O)(=O)N4CCOCC4)cc32)CC1	-6.1	-1.1	-14.6	1.4	0.7	-10.6	-0.5
Cc1ccc(NC(=O)CN2C(=S)NC(C)(C)CC2C)cc1Cl (stereo not given)	-12.6	1.6	.	3.7	-2.3	-0.5	-1.2
C[C@@H]1CN([C@H](C)CO)S(=O)(=O)c2ccc(C#CC3CC3)cc2O[C@H]1CN(C)Cc1cccnc1	5.0	1.9	1.8[16.7 µM]	-2.6	4.3	2.1	4.5
O=C(C(=O)N1CCCc2ccccc21)N1CCCc2ccccc21	0.6	-1.7	.	3.5	0.9	-7.0	-5.2
COc1ccccc1NC(=O)c1ccc(C(=O)Nc2ccccc2OC)nc1	1.2	0.0	3.8	-0.4	-1.6	-0.1	.
CC(C)[C@H](NC(=O)c1ccco1)C(=O)OCC(=O)Nc1ccccc1OC(F)F	.	5.5	2.2	1.3	0.4	-1.4	0.0
Cc1ccc(S(=O)(=O)N2[C@@H](c3ccc(F)cc3)C(C(=O)O)=CC[C@H]2c2cccc(C)c2)cc1	3.2	-0.2	-1.9	.	-2.1	0.6	.
COc1ccc2c3c(n(C)c2c1)[C@@H](CO)N(C(=O)Cc1ccccn1)CC31CCN(CC2CCCC2)CC1	-13.3	-5.6	.	4.8	-1.4	-4.4	.
C[C@@H]1CN([C@@H](C)CO)S(=O)(=O)c2ccc(C#CC3CC3)cc2O[C@H]1CN(C)C(=O)c1cccnc1	-6.1	5.3	8.3[16.7 µM]	1.1	0.0	0.9	1.8
CCOC(=O)c1sc(-c2ccc(C(F)(F)F)cc2)nc1O	-5.2	-2.3	.	-1.2	0.0	-0.8	-0.2
CC=Cc1ccc2n(c1=O)C[C@@H]1[C@@H](CO)[C@H](C(=O)N[C@H](C)c3ccccc3)N(C(=O)c3cnccn3)[C@H]21 (mixture of isomers)	?	-0.3	.	5.4	.	-4.0	2.0
CC(C)C[C@@H]1NC(=O)[C@H]2C[C@@H](C(=O)NCCCCCNC(=O)CS)[C@@H](c3cccc(OCCO)c3)N2C1=O	21.1*	-1.4	.	-0.2	-1.5	-2.3	-3.1
O=C(CN1CCCC1)N1CCCc2ccccc21	1.2	-9.1	5.5	-0.3	0.9	-3.0	-7.0
O=C(Cc1ccccc1)N1C[C@H]2[C@@H](c3ccccc31)[C@H](CO)N2C(=O)C1CC1	-1.7	-0.5	0.0[16.7 µM]	-0.8	-1.8	0.2	-2.0
O=C(C[C@@H]1C=C[C@H](NS(=O)(=O)c2ccc(F)cc2)[C@@H](CO)O1)N1CCC(Cc2ccccc2)CC1	-6.3	-2.8	.	-4.1	2.4	0.2	0.4
O=C(O)CN1C(=O)/C(=C2\C(=O)N(Cc3ccccc3Cl)c3ccccc32)SC1=S	-0.1	3.1	-0.8	0.3	-2.6	-0.8	-2.1
CCN1C(=O)[C@H]2[C@@H](c3ccc(-c4ccc(Cl)c(Cl)c4)c(OC)c3)N3CCCC[C@@]3(C(=O)OC)[C@H]2C1=O	3.2	-1.5	.	-1.3	5.2	-101.8	.
COc1ccc(S(=O)(=O)N[C@@H]2CC[C@H](CC(=O)NCCc3ccncc3)O[C@H]2CO)cc1	-5.2	0.5	.	2.3	-1.3	-1.8	-1.8
Cc1cc(C(=O)NNC(=O)c2ccc(Cl)c(S(N)(=O)=O)c2)c(C)o1	6.4	-0.2	1.5	-2.1	8.7*	-3.0	-4.3
C[C@H]1CCCCO[C@@H](CN(C)S(=O)(=O)c2ccccc2)[C@@H](C)CN([C@@H](C)CO)C(=O)c2cc(NC(=O)CCC(F)(F)F)ccc2O1	6.1	-4.7	-6.9[16.7 µM]	-2.2	-0.9	-3.2	-0.5
COc1ccc(NS(=O)(=O)c2ccc(C)c(NC(=O)C3CCCO3)c2)cc1 (stereo not given)	-3.5	5.3	.	-2.0	0.6	3.3	-2.8
C[C@@H]1CN([C@H](C)CO)C(=O)c2cc(NC(=O)NC3CCCCC3)ccc2O[C@@H]1CN(C)Cc1ccc(Cl)c(Cl)c1	18.8	-1.9	18.1[16.7 µM]	0.9	1.0	5.2	9.3
COc1ccc(CC(=O)N2CCN(S(=O)(=O)c3cc(Cl)ccc3Cl)CC2)cc1	-0.3	7.2	0.9	2.2	-2.2	4.3	-1.1
C[C@H]1CN([C@@H](C)CO)C(=O)Cc2cc(NC(=O)CCC(F)(F)F)ccc2O[C@@H]1CN(C)C(=O)Nc1ccccc1	6.7	2.9	-4.2[16.7 µM]	-2.0	1.0	1.4	4.0
CC(C)(C)NCc1cc(Cl)ccc1OCc1cccs1	4.5	2.2	-2.5	-1.0	.	-2.1	-3.8
S=C(NCCc1ccc(Cl)cc1)NC1CCCCC1	?	3.3	26.8	1.5	-2.4	0.2	1.2
Cc1ccccc1C(=O)NCC(=O)OC(C)C(=O)Nc1ccnn1C(C)C (stereo not given)	18.5	4.9	-3.6	-4.5	-2.0	3.3	-4.2
O=C(NCc1ccccc1Cl)[C@H]1CCCN1C(=O)[C@H]1CCCN1C(=O)c1cccs1	-5.0	12.2	.	.	-0.1	-2.1	3.4
CC(=O)N(C)C[C@@H]1OCc2ccccc2-c2ccccc2C(=O)N([C@@H](C)CO)C[C@H]1C	2.9	2.3	.	-2.1	-2.5	-1.8	-8.6
O=C(c1cccc(S(=O)(=O)N2CCCCCC2)c1)N1CCN(c2ccccc2F)CC1	-8.5	2.4	16.3	2.7	0.6	47.9*	0.3
COc1ccc(NC(=S)N2CCC(C(=O)c3ccc(OC)cc3)CC2)cc1	5.9	-1.0	-1.9	1.2	-3.1	-1.3	-10.1
CN1C(=O)CSC1=Nc1cccc(C(=O)O)c1	6.1	5.2	16.3	0.9	-1.2	-0.4	-3.1
CCCCCCSc1ccc([C@H]2N[C@@](Cc3ccccc3)(C(=O)OC)[C@H]3C(=O)N(CC)C(=O)[C@@H]23)cc1	15.3	6.3	.	-3.7	0.6	-3.7	-6.6

Exported in markdown: entries from further up
| mol | DENV2 CPE rescue | ERp5 block | miR122 inh | ERAP1 inh | F508del corr | Casp6 inh | SIRT5 inh |
| --- | --- | --- | --- | --- | --- | --- | --- |
| O=C(NCc1ccccc1Cl)[C@H]1CCCN1C(=O)[C@H]1CCCN1C(=O)c1cccs1 | -5.0 | 12.2 | . | . | -0.1 | -2.1 | 3.4 |
| O=[N+]([O-])c1ccccc1N=Nc1ccc(O)cc1O | -5.5 | 3.7 | 0.1 | 7.0 | 0.2 | 7.3 | . |
| COc1ccc(NC(=S)N2CCC(C(=O)c3ccc(OC)cc3)CC2)cc1 | 5.9 | -1.0 | -1.9 | 1.2 | -3.1 | -1.3 | -10.1 |
